# LYP phosphatase = inhibitors of LYP phosphatase, biochemical, fluorescence intensity, uHTS (AID 1779). recombinant LYP phosphatase, fluorescence intensity; higher % means a stronger effect. inhibition, % at 11.5 µM; hits with a dose series show IC50 in µM. 290,000 compounds, 0.054% hits; in the data active means inhibition above about 50%;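 further: plate controls were vehicle with enzyme for no effect and no enzyme for full effect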
# XIAP displacement = small molecules displacing peptide from XIAP – biochemical, IAP family, fluorescence polarization (AID 1018) | displacement, % at 20 µM; hits with a dose series show IC50 in µM | XIAP BIR domain, fluorescence polarization peptide displacement; higher % means a stronger effect | 200,000 compounds, 0.007% hits; in the data active means displacement above about 50%; further: a part of the inactive calls stands beside numbers as strong as those of hits
# SV40 large T antigen = SV40 large T antigen inhibitors, biochemical (AID 1903); SV40 large T antigen ATPase/helicase inhibition assay; higher % means a stronger effect; one-dose inhibition, % at 20 µM; IC50 in µM for titrated hits; 310,000 compounds, 0.39% hits; in the data active means a potency from the dose series; inconclusive means inhibition mostly from about 32% at the one dose, without a potency; inactive means the rest, 99 in 100 with inhibition below about 32%; further: strong numbers were not always called active
# RSV CPE inhibition = RSV antiviral activity via CPE protection, HEp-2 cells, primary 10 µM value included (AID 2391). HEp-2 cells, RSV-induced CPE inhibition; higher % means a stronger effect. one-dose CPE inhibition, % at 10 µM; IC50 in µM for titrated hits. 310,000 compounds, 0.13% hits; in the data active means a potency from the dose series; inconclusive means CPE inhibition mostly from about 23% at the one dose, without a potency; inactive means the rest, 99 in 100 with CPE inhibition below about 21%; further: strong numbers were not always called active
# AID2073 = inhibitors of Mint1-CaV2.2 protein interaction, biochemical, HTRF (AID 2073); HTRF protein-protein interaction, Mint1-CaV2.2; higher % means a stronger effect; inhibition, % at 20 µM; hits with a dose series show IC50 in µM; 290,000 compounds, 0.19% hits; in the data active means inhibition mostly above about 51%, no sharp cut-off; inconclusive means no clear call, values can overlap the other calls; inactive means mostly below about 53%; further: some results filed as inactive read as strong as hits
# MgcRacGAP inhibition = MgcRacGAP GTPase-activating activity inhibitors, confirmation, biochemical, ADP Hunter fluorescence; MgcRacGAP-stimulated Rac1 GTP hydrolysis, ADP Hunter fluorescence; higher % means a stronger effect; GST-tagged Rac1 F28L mutant substrate; inhibition, % at 30 µM, or IC50 in µM where a hit was titrated; 340,000 compounds, 0.6% hits; AID 624330;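 active means first-screen hits whose inhibition reached a set limit at any dose in the follow-up dose series; inconclusive means inhibition above the set first-screen limit but never retested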;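 further: fluorescence reports GDP produced by GAP-driven GTP hydrolysis; strong numbers were not always called active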
# Dengue-2 NS5 capping = Dengue-2 NS5 methyltransferase inhibitors, primary screen, biochemical, confirmation dose response (AID 588689) | Dengue-2 NS5 methyltransferase capping enzyme assay, biochemical; higher % means a stronger effect | one-dose inhibition, % at 25 µM; IC50 in µM for titrated hits | 340,000 compounds, 0.3% hits; in the data active means a potency from the dose series; inconclusive means inhibition above about 29% without an active follow-up result
# SIAH1 antagonists = blockers of Siah-1 interaction with plectin peptide – biochemical, fluorescence polarization, rhodamine-plectin, uHTS, primary screen (AID 1817). Siah-1 / rhodamine-plectin peptide fluorescence polarization; higher % means a stronger effect. 290,000 compounds, 0.02% hits. displacement, % at 20 µM, or IC50 in µM where a hit was titrated;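 active means displacement of at least 50% at 20 µM, with a fluorescence ratio check between 0.3 and a set limit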;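 further: plate controls were Siah plus tracer with DMSO for no effect and tracer alone without Siah for full effect; strong numbers were not always called active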
# HIV peptide binding = cell-free HIV fusion peptide-binding blockers – biochemical, uHTS, fluorescence dequenching, primary screen (AID 1986) | inhibition, % at 20 µM, or IC50 in µM where a hit was titrated | 290,000 compounds, 0.3% hits | cell-free peptide binding, fluorescence dequenching, 30 min; higher % means a stronger effect; in the data active means inhibition mostly above about 52%, no sharp cut-off; inactive means mostly below about 76%; further: some results filed as inactive read as strong as hits
# Active calls of the source: *; u = inconclusive; x = no result given.
1	O=C(c1cccc([N+](=O)[O-])c1)n1nc(-c2ccccc2)nc1NCc1ccccc1
2	CCC(Sc1ccccn1)C(=O)Nc1nnc(C)s1 (stereo not drawn)
3	Cc1nc2ccccc2nc1Nc1cccc(Cl)c1
4	Cc1ccc(/C=C2/NC(=O)N(c3ccccc3)C2=O)o1
5	CN(C)CCn1c(=S)[nH]c2ccc(Cl)cc2c1=O

screen / no.	1	2	3	4	5
LYP phosphatase	-1%	-8%	-8%	-6%	-3%
XIAP displacement	0.0%	-3.9%	x	-5.1%	-5.3%
SV40 large T antigen	0%	10%	0%	23%	7%
RSV CPE inhibition	0.9%	3.2%	12µM*	0.1%	-0.6%
AID2073	2%	0%	3%	43%	-4%
MgcRacGAP inhibition	8%	3%	7%	2%	-1%
Dengue-2 NS5 capping	-3%	-5%	-5%	15%	-3%
SIAH1 antagonists	23%	-2%	1%	-3%	12%
HIV peptide binding	0.1%	-0.1%	-0.5%	16%	-1.3%

# Three records picked at random from the list so far, as already listed:
1	O=C(c1cccc([N+](=O)[O-])c1)n1nc(-c2ccccc2)nc1NCc1ccccc1
2	CCC(Sc1ccccn1)C(=O)Nc1nnc(C)s1 (stereo not drawn)
4	Cc1ccc(/C=C2/NC(=O)N(c3ccccc3)C2=O)o1

screen / no.	1	2	4
LYP phosphatase	-1%	-8%	-6%
XIAP displacement	0.0%	-3.9%	-5.1%
SV40 large T antigen	0%	10%	23%
RSV CPE inhibition	0.9%	3.2%	0.1%
AID2073	2%	0%	43%
MgcRacGAP inhibition	8%	3%	2%
Dengue-2 NS5 capping	-3%	-5%	15%
SIAH1 antagonists	23%	-2%	-3%
HIV peptide binding	0.1%	-0.1%	16%

# Other structures follow.
6	COc1ccc(C(=O)NCCCc2nc3ccccc3n2Cc2cc(C)ccc2C)cc1OC
7	O=C(NCc1ccccn1)c1ccc(CNS(=O)(=O)c2cccc(C(F)(F)F)c2)cc1
8	O=C(CN1C(=O)CCS(=O)(=O)c2ccccc21)Nc1cccc(F)c1
9	CC1CCN(CCCNC(=O)CN2C(=O)CSc3ccc(S(=O)(=O)N4CCCCC4)cc32)CC1
10	Cc1cc(N2CCCCC2)n2nc(C)c(-c3ccccc3)c2n1

screen / no.	6	7	8	9	10
LYP phosphatase	3%	-2%	0%	-8%	-5%
XIAP displacement	-12%	-3.6%	-4.3%	x	-4.7%
SV40 large T antigen	7%	19%	14%	10%	12%
RSV CPE inhibition	8.0%	-0.7%	1.1%	-1.3%	14%
AID2073	12%	10%	4%	-4%	18%
MgcRacGAP inhibition	2%	5%	12%	4%	3%
Dengue-2 NS5 capping	-4%	x	-1%	-4%	-5%
SIAH1 antagonists	0%	1%	-1%	11%	-4%
HIV peptide binding	0.9%	1.3%	-1.1%	-1.2%	0.0%

11	COc1ccccc1C(=O)NC(=S)NC12CC3CC(CC(C3)C1)C2
12	O=C1OCCC1Sc1nc2ccccc2c(=O)n1Cc1ccccc1 (stereo not drawn)
13	CCN(CC)C(=O)CSc1nnc([C@@H](N)Cc2ccccc2)o1
14	O=C(NCCCN1CCOCC1)c1cc(-c2ccc(F)cc2)no1
15	CCOc1ccc(NC(=S)C(C#N)=C2N(C)c3ccccc3N2C)cc1

screen / no.	11	12	13	14	15
LYP phosphatase	-2%	-1%	-2%	-10%	-2%
XIAP displacement	x	-3.8%	-4.9%	x	1.8%
SV40 large T antigen	5%	18%	16%	7%	0%
RSV CPE inhibition	3.8%	0.3%	-0.1%	-0.2%	2.1%
AID2073	9%	-2%	-6%	10%	-5%
MgcRacGAP inhibition	5%	0%	2%	12%	10%
Dengue-2 NS5 capping	-1%	-8%	1%	-7%	1%
SIAH1 antagonists	-1%	-6%	3%	-5%	2%
HIV peptide binding	-1.0%	0.4%	-0.9%	-0.3%	1.5%

16	Nc1nnc(-c2ccc(Cl)cc2)s1
17	CCC(C)C(=O)N1c2ccccc2C(=C2SC(C(=O)OC)=C(C(=O)OC)S2)C(=S)C1(C)C (stereo not drawn)
18	O=C(O)CCCc1ccccc1
19	Cc1cc(C)c(NC(N)=S)c(C)c1
20	O=C1c2ccccc2C(=O)N1c1cccnc1

screen / no.	16	17	18	19	20
LYP phosphatase	-1%	17%	-8%	-8%	-1%
XIAP displacement	-3.0%	-2.2%	-4.4%	x	-5.6%
SV40 large T antigen	3%	1%	1%	3%	10%
RSV CPE inhibition	-0.2%	20%	x	1.0%	3.3%
AID2073	6%	-8%	-4%	-21%	u
MgcRacGAP inhibition	7%	-1%	3%	x	5%
Dengue-2 NS5 capping	0%	6%	0%	x	-6%
SIAH1 antagonists	-3%	-11%	1%	-5%	7%
HIV peptide binding	0.5%	-2.1%	0.9%	-1.4%	-1.1%

21	COC(=O)c1nc(N)sc1-c1ccc(Cl)c(Cl)c1
22	O=c1[nH]cnc2scc(-c3ccsc3)c12
23	O=C(Nc1cccnc1)C1(F)C(F)(F)C(F)(F)C(F)(F)C(F)(F)C1(F)F
24	c1ccc(N2CCN(Cc3cn4cccnc4n3)CC2)cc1
25	Cc1cc(C)c2[nH]c(C(=O)N3CCC(n4nccc4NC(=O)C4CC4)CC3)c(C)c2c1

screen / no.	21	22	23	24	25
LYP phosphatase	-6%	-10%	0%	-4%	-2%
XIAP displacement	x	-2.8%	-0.7%	0.1%	x
SV40 large T antigen	26%	12%	18%	2%	13%
RSV CPE inhibition	1.1%	4.5%	0.6%	0.6%	1.8%
AID2073	11%	4%	8%	-7%	26%
MgcRacGAP inhibition	17%	10%	7%	3%	9%
Dengue-2 NS5 capping	0%	1%	-2%	-4%	-4%
SIAH1 antagonists	6%	-3%	3%	1%	0%
HIV peptide binding	-1.3%	-0.9%	-1.0%	-0.7%	1.8%

# Ordered by heavy-atom count (falling): 3 of the compounds above
23	O=C(Nc1cccnc1)C1(F)C(F)(F)C(F)(F)C(F)(F)C(F)(F)C1(F)F
24	c1ccc(N2CCN(Cc3cn4cccnc4n3)CC2)cc1
22	O=c1[nH]cnc2scc(-c3ccsc3)c12

screen / no.	23	24	22
LYP phosphatase	0%	-4%	-10%
XIAP displacement	-0.7%	0.1%	-2.8%
SV40 large T antigen	18%	2%	12%
RSV CPE inhibition	0.6%	0.6%	4.5%
AID2073	8%	-7%	4%
MgcRacGAP inhibition	7%	3%	10%
Dengue-2 NS5 capping	-2%	-4%	1%
SIAH1 antagonists	3%	1%	-3%
HIV peptide binding	-1.0%	-0.7%	-0.9%

# Remaining list, next part:
26	Cc1nc(NC(CC(C)C)C(=O)O)c2nc(C)oc2n1 (stereo not drawn)
27	COc1cccc(NC(=O)N2CCN(c3ccc(C(F)(F)F)cn3)CC2)c1
28	Cc1cccc(C)c1NC(=O)CCCn1nc(C)c2c(C)n(-c3ccccc3)nc2c1=O
29	CC(C)Oc1ccc(CC(=O)NNC(=S)Nc2ccc(Br)cc2)cc1
30	CSc1cccc(NC(=O)CN(c2ccc(C)cc2C)S(C)(=O)=O)c1

screen / no.	26	27	28	29	30
LYP phosphatase	-8%	-3%	-5%	2%	-2%
XIAP displacement	-2.0%	-23%	x	-6.5%	-2.6%
SV40 large T antigen	-2%	-4%	6%	13%	5%
RSV CPE inhibition	0.1%	0.1%	2.9%	u	3.7%
AID2073	-2%	3%	4%	-6%	-2%
MgcRacGAP inhibition	-10%	18%	13%	9%	0%
Dengue-2 NS5 capping	-10%	1%	-8%	-10%	-4%
SIAH1 antagonists	0%	5%	3%	-1%	1%
HIV peptide binding	-1.7%	43%	1.8%	3.2%	1.1%

31	O=C(c1ccc2c(c1)OCO2)N(c1ccc(Br)cc1)C1C=CS(=O)(=O)C1 (stereo not drawn)
32	CSc1cccc(NS(=O)(=O)c2ccc(C(C)=O)cc2)c1
33	CCC(C)Nc1nc(N)c([N+](=O)[O-])c(Nc2cc(OC)ccc2OC)n1 (stereo not drawn)
34	CC(=O)N1CCOc2ccc(S(=O)(=O)N3CCC(C(=O)Nc4ccccc4F)CC3)cc21
35	CCCCc1n[nH]c2c1/C(=N/O)CC(C)(C)C2

screen / no.	31	32	33	34	35
LYP phosphatase	-7%	-8%	0%	-1%	-6%
XIAP displacement	x	x	x	x	-2.4%
SV40 large T antigen	4%	8%	-1%	5%	8%
RSV CPE inhibition	0.8%	2.3%	u	1.1%	1.5%
AID2073	2%	2%	9%	5%	-6%
MgcRacGAP inhibition	9%	12%	5%	8%	8%
Dengue-2 NS5 capping	-5%	-3%	-6%	-20%	-6%
SIAH1 antagonists	3%	-1%	-9%	2%	5%
HIV peptide binding	1.1%	-1.7%	-2.8%	0.8%	-0.2%

36	Cn1c(SCC(=O)Nc2ccc(Br)cc2)nc(O)cc1=O
37	Cc1ccc(S(=O)(=O)N(C)CC(=O)Nc2cccc(C)n2)cc1
38	CCN1CCN(c2cc3nc(C)n(Cc4ccccc4)c(=O)c3cc2NC(=O)c2ccccc2F)CC1
39	CC1CCN(C(=O)C2CCCCN2S(=O)(=O)c2cccc([N+](=O)[O-])c2)CC1 (stereo not drawn)
40	O=C(c1ccco1)N1CCN(c2ncnc3c2[nH]c2ccc(Cl)cc23)CC1

screen / no.	36	37	38	39	40
LYP phosphatase	-5%	-4%	2%	-5%	-11%
XIAP displacement	x	0.6%	-6.6%	-5.0%	-13%
SV40 large T antigen	15%	4%	16%	7%	9%
RSV CPE inhibition	2.9%	0.5%	-2.5%	1.3%	13%
AID2073	10%	-2%	0%	-1%	-17%
MgcRacGAP inhibition	11%	4%	9%	3%	x
Dengue-2 NS5 capping	-1%	-11%	-8%	-6%	x
SIAH1 antagonists	5%	2%	0%	-5%	-5%
HIV peptide binding	6.6%	-0.6%	2.4%	-0.8%	-0.4%

41	COc1ccc(-c2nnn(CC(=O)N(CC(=O)NC3CCCC3)Cc3ccco3)n2)cc1OC
42	CCNCCC(=O)N1c2ccccc2Sc2ccc(C(F)(F)F)cc21
43	CC1=NC(=O)C(N=Nc2cccc(O)c2)N1c1ccccc1 (stereo not drawn)
44	CN=C1S/C(=C\c2ccc(SC)cc2)C(=O)N1C
45	Nc1nc2n(n1)C(c1ccco1)CC(c1ccccc1)N2 (stereo not drawn)
46	Cc1ccccc1CSc1nc2n(n1)C(c1cccs1)C1=C(CCCC1=O)N2 (stereo not drawn)
47	CCCCOc1ccc(C(=O)N2CCNC(=O)C2)cc1
48	CCC(C)c1c(O)nc(SCC(=O)N2CCCCC2)[nH]c1=O (stereo not drawn)

screen / no.	41	42	43	44	45	46	47	48
LYP phosphatase	-9%	-11%	-7%	-8%	-3%	2%	-2%	-8%
XIAP displacement	-7.3%	x	-4.5%	x	0.7%	-4.5%	x	x
SV40 large T antigen	7%	3%	-2%	1%	6%	14%	10%	10%
RSV CPE inhibition	1.8%	0.2%	2.4%	1.4%	-0.1%	u	0.6%	2.1%
AID2073	8%	-3%	-1%	3%	7%	3%	10%	10%
MgcRacGAP inhibition	19%	1%	5%	7%	6%	8%	5%	6%
Dengue-2 NS5 capping	1%	-15%	-1%	-3%	-4%	0%	-7%	3%
SIAH1 antagonists	3%	-1%	-3%	-3%	5%	0%	-2%	-3%
HIV peptide binding	-1.3%	0.9%	-3.7%	-1.0%	1.7%	-1.8%	0.5%	-3.1%

# Compound activity (PubChem)
